Source: PubChem BioAssay (several laboratories)
RSV CPE inhibition = inhibition of RSV-induced cytopathic effect – HEp-2 cells, primary 10 µM value included (AID 2391) | CPE inhibition, % at 10 µM, or IC50 in µM where a hit was titrated | HEp-2 cells, RSV-induced CPE inhibition; higher % means a stronger effect | 310,000 compounds, 0.13% hits; in the data active = a potency from the dose series; note: strong numbers were not always called active
PMI inhibition = MPI inhibition at elevated mannose 6-phosphate – biochemical, fluorescence intensity, high mannose 6-phosphate, primary screen (AID 1220); 190,000 compounds, 0.66% hits; recombinant PMI enzyme, coupled fluorescence intensity; higher % means a stronger effect; inhibition, % at 20 µM, or IC50 in µM where a hit was titrated
TNAP activation fold = stimulation of alkaline phosphatase TNAP activity – biochemical, luminescent, no phosphate acceptor, uHTS, primary screen (AID 1001); purified TNAP, luminescent activation assay, no phosphate acceptor; higher activation fold means a stronger effect; activation fold at 20 µM; hits with a dose series show EC50 in µM; 200,000 compounds, 0.03% hits; in the data active = activation fold from about 3, or a potency from the dose series; inactive = the rest, 99 in 100 with activation fold below about 1.6; note: many of its hits are not listed in these tables
M1AAP inhibition = P. falciparum M1AAP inhibitors, biochemical, fluorogenic H-Leu-NHMec substrate, 1536-well (AID 1445) | recombinant M1AAP, H-Leu-NHMec fluorogenic kinetic assay; higher % means a stronger effect | inhibition, % at 30 µM; hits with a dose series show IC50 in µM | 220,000 compounds, 0.42% hits;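 active = primary inhibition above the hit cutoff, then over 50% inhibition at one or more dose response concentrations, cut at about 23% in these data, passing the limit was not always enough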;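 note: plate controls were DMSO full reaction for no effect and no enzyme background for full effect; strong numbers were not always called active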
P. falciparum M17LAP = P. falciparum M17LAP inhibitors, primary screen, biochemical, fluorogenic H-Leu-NHMec substrate, 1536-well (AID 1619); recombinant M17LAP, H-Leu-NHMec fluorogenic kinetic assay; higher % means a stronger effect; inhibition, % at 30 µM, or IC50 in µM where a hit was titrated; 220,000 compounds, 0.38% hits;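 active = compound inhibiting the enzyme by more than half at any dose during confirmatory dose-response retesting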;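 note: plate controls were full reaction with DMSO carrier for no effect and no enzyme background for full effect; strong numbers were not always called active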
West Nile antiviral = West Nile virus antiviral activity, cell-based, CPE readout (AID 1621); 290,000 compounds, 0.02% hits; West Nile virus-infected cells, CPE inhibition; higher % means a stronger effect; one-dose CPE inhibition, % at 10 µM; IC50 in µM for titrated hits; in the data active = a potency from the dose series; note: strong numbers were not always called active
UTI89 phage lysis = inhibition of K1F phage lysis, E. coli UTI89, bacterial capsule biogenesis inhibitors, alamar blue (AID 488966) | 340,000 compounds, 0.02% hits | inhibition, % at 100 µM; hits with a dose series show IC50 in µM | E. coli UTI89 K1F phage lysis, alamar blue, 2 h; higher % means a stronger effect;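 active = phage lysis inhibition, versus mean bacterial control, above a set limit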;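 note: capsule biogenesis inhibitors block K1F phage lysis so surviving cells raise fluorescence; higher fluorescence means more inhibition of phage lysis; actives were called in the ten point dose series up to 300 µM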
T cell HTS = T cell immune modulation candidate | calls only at 7 µM | 2C CD8+ T cell-vesicle binding, flow cytometry; hits give low values | 330,000 compounds, 0.068% hits | AID 2052;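 active = response, share of CD8 T cells binding vesicles, and their 90th percentile fluorescence all below set limits, cut at about 80% in these data, passing the limit was not always enough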
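Test system: purified 2C TCR transgenic mouse naive CD8+ T cells. Probe or stimulus: QL9-peptide-loaded Drosophila micro-vesicles bearing Ld, ICAM-1 and B7-1. Incubation: binding step 1.5 h, 37 °C, antibody labelling 20 min, ice. Measured by: flow cytometry of vesicle-bound cells.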
human PMI inhibition = inhibitors of human PMI, primary screen, biochemical, fluorescence intensity, coupled assay (AID 1209). 190,000 compounds, 0.42% hits. purified PMI enzyme, coupled fluorescence intensity; higher % means a stronger effect. one-dose inhibition, % at 20 µM; IC50 in µM for titrated hits;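 note: plate controls were DMSO vehicle for no effect and wells lacking substrate for full effect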
T cell HTS vesicle-bound % = second read-out of T cell HTS, no call of its own (marks repeat the call); double positive events, %; measured here: CD8+ vesicle-bound cell fraction;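 binding gate set so that unloaded-vesicle control wells show 10% double positive cells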
Starred values were filed as active, the others as inactive; i = inactive; / = not tested or not shown; [ ] = dose if it differs, or a comment. Cut-off read from the data, not from the text of the source, unless noted: active = inhibition above about 50%; inactive = the rest.

Under each structure – RSV CPE inhibition, PMI inhibition, TNAP activation fold, M1AAP inhibition, P. falciparum M17LAP, West Nile antiviral, UTI89 phage lysis, T cell HTS, T cell HTS vesicle-bound %, human PMI inhibition
[1] CC(=O)c1cccc(NC(=O)CN(C2CCCCC2)S(C)(=O)=O)c1
    1.3%, 0%, 1.1, 4%, 7%, -0.9%, -0.1%, i, 27, 3%
[2] O=C(Oc1ccc(Br)cc1)c1cccnc1
    0.4%, /, /, /, /, -0.1%, -0.3%, i, 31, /
[3] O=C(Nc1ccc(Cl)cc1)N(CCCN1CCOCC1)Cc1cccs1
    2.1%, 1%, 1.1, 1%, -4%, -0.2%, -0.1%, i, 15, 1%
[4] CC(Nc1ccc(F)cc1)=[N+](C)CCNS(=O)(=O)c1ccc(Cl)cc1
    0.9%, /, /, /, /, -0.4%, -0.3%[50 µM], i, 12, /
[5] NS(=O)(=O)c1ccc(NS(=O)(=O)/C=C/c2ccccc2)cc1
    0.5%, 10%, 1.1, -1%, -1%, 0.3%, -0.1%, i, 44, 14%
[6] O=C(O)C1CCCN1c1ncccn1 (stereo not drawn)
    1.8%, 1%, 1.1, 5%, -2%, 0.4%, 0.2%, i, 40, 11%
[7] COc1cccc(CC2(CO)CCCN(Cc3sc(N4CCCC4)nc3Cl)C2)c1 (stereo not drawn)
    8.4%, -4%, 1, 2%, 1%, -0.9%, 0.5%, i, 39, 8%
[8] CC(Oc1ccc(F)cc1)C(=O)Nc1cc(S(=O)(=O)N2CCOCC2)ccc1N1CCCC1 (stereo not drawn)
    1.1%, /, /, /, /, 0.3%, -0.6%[50 µM], i, 7, /
[9] Cc1ccc(-n2c(SCC(=O)N3CCC(C(=O)O)CC3)nc3ccccc3c2=O)cc1C
    0.6%, /, /, /, /, -0.4%, 0.2%, i, 31, /
[10] C/C(=N\Nc1ccc(Cl)cc1)c1ccncc1
    12%, /, /, /, /, -0.8%, -0.2%, i, 10, /
[11] S=C(Nc1ccc(Cl)cc1)NC1CCCCC1
    6.6%, /, /, 4%, 2%, -0.4%, 0.9%, i, 46, /
[12] CC(C)(C)N(Cc1ccccc1)C(=O)COC(=O)Cn1cnc2ccccc2c1=O
    4.7%, 2%, 1.5, 2%, 16%, -0.8%, -0.4%, i, 14, 6%
[13] COc1cc(N(C(=O)Cc2cccs2)C(C(=O)NC2CCCCC2)c2cccc(OC)c2OC)ccc1-n1cnnn1 (stereo not drawn)
    3.7%, 8%, 1.2, 0%, 12%, -1.0%, 1.9%, i, 48, 19%
[14] O=C1[C@@H]2Cc3c([nH]c4ccccc34)[C@@H](c3ccccc3)N2C(=O)[C@@H]2Cc3c([nH]c4ccccc34)[C@@H](c3ccccc3)N12
    /, -9%, 1.1, 2%, -11%, /, /, /, /, -15%
[15] COc1ccc(CCNC(=O)c2cnn3ccccc23)c(OC)c1OC
    3.4%, 5%, 1.2, -5%, -7%, -0.2%, 1.9%, i, 31, 11%
[16] Cc1cc([N+](=O)[O-])cc2c1-c1ncccc1C2=Nc1ccccc1
    5.0%, 3%, 1.1, 6%, -7%, 0.0%, 2.9%, i, 5, 9%
[17] O=C1CNC(=O)/C(=C/c2cccs2)N1
    2.7%, 34%, 1, 2%, -2%, -0.3%, -0.2%, i, 55, 15%
[18] OC1(CNCc2cn[nH]c2-c2cc3ccccc3o2)CCCCC1
    -1.7%, -3%, 1.2, 3%, 28%, -0.5%, 0.2%, i, 16, 2%
[19] COc1cc(/C=N/NC(=O)c2cccc([N+](=O)[O-])c2)ccc1O
    1.0%, 0%, 1.1, 9%, 5%, -0.3%, -0.5%, i, 51, -5%
[20] Cc1ccc(NC(=S)N2CCN(Cc3ccccc3)CC2)cc1
    -0.8%, 3%, 1.1, 2%, 13%, 0.1%, -1.2%, i, 42, -4%
[21] O=C(CSCc1ccc(Cl)cc1)N1CCOCC1
    1.1%, 2%, 1, -2%, -3%, -0.9%, 0.4%[50 µM], i, 54, 1%
[22] COc1ccc2nc(/N=C/c3c(C)[nH]n(-c4ccc(C)cc4)c3=O)sc2c1
    3.2%, 0%, 1.8, 0%, -21%, -0.5%, 1.8%[50 µM], i, 8, 4%
[23] CC(C)(C)c1ccc(C(=O)NCC(=O)N/N=C/c2cccs2)cc1
    3.0%, /, /, /, /, -0.1%, 1.1%, i, 11, /
[24] O=C(COC(=O)C1CCC1)Nc1ccccc1Sc1ccccc1
    1.4%, 8%, 1, 4%, -2%, -0.4%, 0.4%[50 µM], i, 39, 16%
[25] CC(C)OCC1CC(CC(=O)NC(=S)Nc2cccc([N+](=O)[O-])c2)C(=O)O1 (stereo not drawn)
    1.1%, -6%, 1, 1%, 1%, -0.4%, -0.2%, i, 19, 4%
[26] COc1ccc(N2CC(C(=O)N/N=C/c3cccs3)CC2=O)cc1 (stereo not drawn)
    0.3%, -13%, 1, -4%, -1%, -0.2%, 0.0%, i, 57, -15%
[27] CN(C)S(=O)(=O)N1CCN(C(=O)c2cccc(Br)c2)CC1
    4.1%, -14%, 1.1, 1%, -8%, -0.3%, 1.3%, i, 13, -4%
[28] O=c1[nH]c(/C=C/c2ccccc2Cl)c([N+](=O)[O-])c(=O)[nH]1
    3.1%, /, /, /, /, 0.5%, -2.4%, i, 55, /
[29] C=CCOc1ccccc1CN1CCCN(C)CC1
    1.0%, /, /, /, /, -0.5%, 0.3%, i, 56, /
[30] COc1ccc(N2C(=O)C3CCCN3C2=S)cc1 (stereo not drawn)
    -0.5%, /, /, /, /, -0.3%, 1.0%, i, 28, /

Among those listed so far, two have an aryl thioether with sulfur outside any ring:
Under each structure – RSV CPE inhibition, PMI inhibition, TNAP activation fold, M1AAP inhibition, P. falciparum M17LAP, West Nile antiviral, UTI89 phage lysis, T cell HTS, T cell HTS vesicle-bound %, human PMI inhibition
[9] Cc1ccc(-n2c(SCC(=O)N3CCC(C(=O)O)CC3)nc3ccccc3c2=O)cc1C
    0.6%, /, /, /, /, -0.4%, 0.2%, i, 31, /
[24] O=C(COC(=O)C1CCC1)Nc1ccccc1Sc1ccccc1
    1.4%, 8%, 1, 4%, -2%, -0.4%, 0.4%[50 µM], i, 39, 16%

Later entries
Under each structure – RSV CPE inhibition, PMI inhibition, TNAP activation fold, M1AAP inhibition, P. falciparum M17LAP, West Nile antiviral, UTI89 phage lysis, T cell HTS, T cell HTS vesicle-bound %, human PMI inhibition
[31] CC(C)NC(=O)CSc1nc(N)c(NC(=O)c2ccccc2F)c(=O)[nH]1
    1.8%, 34%, 1.1, -4%, 5%, 0.2%, 3.6%, i, 34, 21%
[32] O=C(CSc1ccc2nnc(-c3cccnc3)n2n1)Nc1ccccc1
    1.0%, /, /, /, /, -0.9%, 0.9%[50 µM], i, 41, /
[33] CCN(CC)c1ccc(CN(C(=O)c2cccs2)C2CCS(=O)(=O)C2)cc1 (stereo not drawn)
    1.4%, /, /, /, /, -0.8%, 0.1%, i, 9, /
[34] Cn1c(O)c(C2=c3ccccc3=NC2=O)sc1=Nc1ccc(Cl)cc1
    0.9%, 14%, 1, 5%, 12%, -0.2%, 12%, i, 51, 9%
[35] Cc1cc(CNC(=O)c2cccc([N+](=O)[O-])c2C)c2ccccc2n1
    -1.6%, -7%, 1.2, -2%, 10%, /, 0.4%, i, 40, -13%
[36] Cc1c(NC(=O)C2Cc3ccccc3CN2C(=O)c2ccco2)c(=O)n(-c2ccccc2)n1C (stereo not drawn)
    0.6%, -3%, 1.2, -2%, 1%, 0.2%, 1.5%, i, 55, -1%
[37] CC(C)N1CCc2c(sc(NC(=O)c3ccco3)c2C(N)=O)C1
    -0.8%, /, /, /, /, 1.9%, -0.1%, i, 66, /
[38] O=C(Nc1ncc2c(n1)-c1ccccc1OC2)c1ccc(F)cc1
    -0.3%, -7%, 1.1, 14%, -149%, -0.1%, -0.1%, i, 32, -9%
[39] COC(=O)c1cc(S(=O)(=O)Nc2nn(C)c3ccccc23)oc1C
    1.9%, /, /, 1%, -3%, 0.0%, -2.2%, i, 40, /
[40] Cc1ccc(OCc2cn3cccnc3n2)cc1
    0.5%, 2%, 1.1, -4%, -3%, 0.3%, 6.9%, i, 35, 12%
[41] CCC1S/C(=N\S(=O)(=O)c2cccs2)N(C2CCCCC2)C1=O (stereo not drawn)
    1.7%, 10%, 1.2, 2%, -2%, -0.3%, 0.7%, i, 52, 7%
[42] CS(=O)(=O)c1ccc2nc(NC(=O)CCS(=O)(=O)c3ccccc3)sc2c1
    5.7%, /, /, /, /, -1.4%, -0.3%, i, 34, /
[43] Cc1cc(=O)oc2cc(OCc3cc4c(cc3Cl)OCO4)ccc12
    -1.7%, -6%, 1.1, 2%, -3%, 0.7%, 0.3%, i, 15, -3%
[44] Cc1ccc(-n2cc[nH]c2=S)cc1C
    0.9%, -12%, 1, 2%, -1%, -0.1%, 2.9%, i, 8, -1%
[45] C/C=C\C=C\C(=O)Nc1cccc(C2=NOC3(C2)C[C@@H](C(N)=O)N(C(=O)C(c2ccccc2)c2ccccc2)C3)c1 (stereo partly drawn)
    4.5%, /, /, 14%, 16%, 0.4%, 1.5%, i, 22, /
[46] COc1cccc(Cn2cc(C(=O)NCCN(C)C)nn2)c1
    -1.6%, /, 1.1, 1%, 6%, 0.9%, 0.2%, i, 8, /
[47] Cc1nc2ccc(NC(=S)N3CCCC3)cc2nc1C
    -1.8%, 53%*, 1.1, /, /, -0.1%, -0.1%, i, 13, -6%
[48] CCn1cc(CN2CCC(Oc3ccc(C(=O)N4CCCCC4)cc3)CC2)cn1
    -0.1%, /, /, /, /, -0.5%, 0.2%, i, 11, /
[49] O=C(CS(=O)(=O)Cc1ccccc1)NCc1ccco1
    1.9%, -2%, 1.2, 15%, 26%, -0.3%, 0.2%, i, 62, -4%
[50] CCOc1ccc(S(=O)(=O)N2CCC(C(=O)NCCc3ccccc3)CC2)cc1
    0.3%, /, /, /, /, -0.3%, 0.3%, i, 55, /
[51] COc1cccc(C(=O)CC(=O)C(=O)Nc2cc(Cl)c(OC)cc2OC)c1
    -1.8%, 36%, 0.9, 7%, 10%, -0.3%, 0.3%, i, 51, 0%
[52] CC(C)Sc1sc(C(=O)O)c(-c2ccc(Cl)cc2)c1C#N
    4.6%, /, /, 0%, 3%, 0.2%, 0.5%, i, 40, /
[53] O=C(/C=C/c1ccccc1[N+](=O)[O-])OCC(=O)c1ccccc1
    3.5%, -7%, 1, 6%, -3%, -0.2%, 0.1%, i, 43, -7%
[54] CC(C)(C)c1ccc(C(=O)Cn2cnnc2C#N)cc1
    2.3%, /, /, /, /, -0.7%, -0.9%, i, 29, /
[55] CCC(C)Sc1nnc(Cc2cc(=O)[nH]c(=O)[nH]2)n1-c1ccc(OC)cc1 (stereo not drawn)
    0.3%, -5%, 1.1, 7%, 7%, -0.3%, 4.1%, i, 47, -4%
